AP complement – alternative pathway complement inhibition, orthogonal assay. Human serum alternative complement pathway, LPS-coated ELISA, C3 deposition; tested in compound mixtures. inhibition, % at 5 µM. actives 0.08% (n = 62,000). AID 1235;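 active means inhibition above 30% in each of the two pooled mixtures holding the compound, so the lower value exceeds 30%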;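 further: 0% = serum in Mg-EGTA without compound and 100% = EDTA serum blank; some compounds past the cut are filed as inactive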
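Test system: human serum complement alternative pathway, C3 deposition onto LPS / Medium: Mg2+-EGTA GVB++ buffer containing human serum at 1:15 dilution / Probe or stimulus: Plate-bound LPS / Times: 1 h at 37 °C / Signal: ELISA with HRP anti-human C3 antibody, TMB substrate, absorbance 450 nm / Measure: percent inhibition / Repeats: two pool placements per compound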
S1P1 ag pot – agonists and agonism potentiators of human S1P1 receptor; actives 0.57% (n = 56,000); P21453; S1P1 CRE-bla cells, forskolin, beta-lactamase FRET, potentiator mode; S1P1 agonist co-added at EC20, 2 nM; 100% = saturating reference agonist, 0% = basal; AID 449; activation, % at 9.5 µM;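 active means activation above a cutoff set at the mean activation of all tested compounds plus 3 SD, cut at about 54% in these data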;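 further: forskolin at 4 µM as EC80 and the EC20 agonist is SEW2871; 100% = SEW2871 at its EC100 plus forskolin at EC80; some compounds past the cut are filed as inactive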
5HT1E ag – 5-HT1E (human) receptor agonism; CHO 5-HT1E Ga15 NFAT-bla reporter, FRET; 0% DMSO wells, 100% control agonist wells; activation, % at 6 µM; actives 0.69% (n = 65,000); P28566; AID 574;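 active means activation above a set limit, the screen-wide mean activation plus 3 SD, cut at about 8.5% in these data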;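 further: 100% = positive control agonist at 1 µM giving full maximal response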
RORA act – RORA (human) activation; P35398; activation, % at 10 µM; CHO-K1 Gal4-RORA LBD luciferase reporter, luminescence; percent increase over mock-subtracted basal signal; actives 1.5% (n = 65,000);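 active means activation above the mean of all tested compounds plus 3 SD, cut at about 49% in these data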;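 further: 0% = DMSO-treated RORA cells and 100% = added signal equal to DMSO minus mock-transfected cells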
tolC growth inh – E. coli tolC mutant growth inhibition. E. coli BW25113 tolC mutant growth, OD615. AID 573. growth inhibition, % at 10 µM (by protocol). actives 2.2% (n = 65,000);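 active means growth inhibition at or above a cutoff equal to the mean over every tested compound plus 3 SD, cut at about 60% in these data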;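 further: growth measured after 20 h incubation at 37 °C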
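Signal: optical density read at 615 nm; Assay system: E. coli ΔtolC::kan strain BW25113; Times: 20 h incubation with compound, 37 °C; Dosing: 10 µM final, single dose.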
5-HT1A blocker – antagonists of human 5-HT1a serotonin receptor. P08908. CHO 5-HT1a Ga15 NFAT-bla reporter, antagonist mode. inhibition, % at 10 µM. actives 0.68% (n = 62,000);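 active means inhibition above the mean of all tested compounds plus 3 SD, cut at about 43% in these data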;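 further: receptor stimulated by 5-CT agonist at 100 nM near EC80; beta-lactamase reporter measured by ratiometric fluorescence of a cleavable substrate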
HTR1E antagonist – 5-HT1E (human) receptor antagonism | CHO 5-HT1E Ga15 NFAT-bla reporter, FRET, antagonist | actives 0.99% (n = 65,000) | inhibition, % at 6 µM;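 active means inhibition above a set limit, the mean inhibition across every tested compound plus 3 SD, cut at about 29% in these data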;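 further: signal is the 460 over 535 nm emission ratio of beta-lactamase substrate; 0% = agonist plus DMSO wells and 100% = wells without agonist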
SF1 activator – activators of human nuclear receptor SF-1; actives 1.9% (n = 65,000); Q13285; CHO-K1 Gal4-SF-1 LBD luciferase reporter; % increase over DMSO SF-1-specific signal; activation, % at 10 µM;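 active means activation above the mean activation of all tested compounds plus 3 SD, cut at about 50% in these data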
Target sequence (Q13285 whole entry, looked up, the tested form may be a part): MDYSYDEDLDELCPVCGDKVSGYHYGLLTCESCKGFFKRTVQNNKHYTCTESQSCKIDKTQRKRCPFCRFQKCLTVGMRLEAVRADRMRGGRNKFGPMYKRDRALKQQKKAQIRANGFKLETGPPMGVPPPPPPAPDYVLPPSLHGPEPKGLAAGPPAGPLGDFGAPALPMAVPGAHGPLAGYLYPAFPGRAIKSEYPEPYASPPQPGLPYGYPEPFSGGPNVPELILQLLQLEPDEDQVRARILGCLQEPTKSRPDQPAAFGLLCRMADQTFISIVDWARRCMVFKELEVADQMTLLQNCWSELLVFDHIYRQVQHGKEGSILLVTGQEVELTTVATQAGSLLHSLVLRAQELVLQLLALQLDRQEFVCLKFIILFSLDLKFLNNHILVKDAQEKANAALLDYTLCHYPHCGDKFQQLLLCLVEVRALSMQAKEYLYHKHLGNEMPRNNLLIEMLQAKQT
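Material: CHO-K1 cells with Gal4–hSF-1 LBD chimera plus Gal4-driven luciferase / Input: 4,000 CHO-K1 cells per well / Incubation: compound exposure 20 h at 37 °C / Signal: luminescence read 15 min after SteadyLite luciferase reagent, after room-temperature equilibration / Read-out: percent activation versus DMSO / Benchmarks: DMSO negative control and −SF1 background wells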
S1P3 agonist – S1P3 (human) receptor agonism; activation, % at 4.5 µM; S1P3 NFAT-BLA reporter cells, FRET ratio; relative to 1 µM S1P, basal subtracted; actives 0.1% (n = 60,000);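 active means activation above the screen-wide mean plus 3 SD, cut at about 4.5% in these data, passing the limit was not always enough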; further: some compounds called inactive have numbers as strong as hits
Target sequence (Q99500 whole entry, looked up): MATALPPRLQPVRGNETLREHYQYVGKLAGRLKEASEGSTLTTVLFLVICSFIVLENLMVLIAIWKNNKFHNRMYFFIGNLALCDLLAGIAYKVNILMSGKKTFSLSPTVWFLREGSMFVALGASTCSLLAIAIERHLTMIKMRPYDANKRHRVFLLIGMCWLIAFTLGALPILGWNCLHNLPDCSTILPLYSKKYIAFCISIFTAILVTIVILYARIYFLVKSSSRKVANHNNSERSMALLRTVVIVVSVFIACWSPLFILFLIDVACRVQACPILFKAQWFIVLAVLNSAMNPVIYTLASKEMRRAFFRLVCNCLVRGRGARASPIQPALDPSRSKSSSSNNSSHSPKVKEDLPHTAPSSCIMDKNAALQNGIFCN
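Material: Human S1P3 NFAT-BLA reporter CHO cells | Incubation: Overnight plating, 4 h compound 37 °C, 2 h substrate RT | Signal: FRET β-lactamase substrate fluorescence, excitation 405 nm, 460/535 nm emission ratio, background-subtracted | Compound: 4.5 µM final, single dose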
* hit, by the source's call; / = no result given. Not a hit list; any-hit rate near 7.1%.

SMILES	AP complement	S1P1 ag pot	5HT1E ag	RORA act	tolC growth inh	5-HT1A blocker	HTR1E antagonist	SF1 activator	S1P3 agonist
COc1ccc(S(=O)(=O)N(C)CC(=O)N2CCN(C)CC2)cc1C	4.0	/	1.6	-0.6	-29.9	-15.8	-9.3	16.7	-0.7
O=NC1=C(c2c(O)[nH]c3ccccc23)CCCC1	2.2	1.7	-0.6	18.4	-2.8	-2.4	0.3	-3.7	-0.7
O=C(NCCCN1CCCC1=O)c1ccc2c(=O)n(Cc3ccco3)c(=S)[nH]c2c1	-14.6	-2.8	-1.1	1.0	-6.9	-6.3	-1.6	8.7	-0.8
CCC(C)OC(=O)C1=C(C)NC(=O)CC1c1ccccc1OC (centres undefined)	5.8	-31.8	-0.4	5.0	46.0	1.3	-2.2	-13.5	-0.4
COc1ccc(NC(=O)Nc2ccc(C(=O)N3CCOCC3)cc2)cc1	-0.7	-14.4	0.6	9.6	2.8	-0.6	-3.7	13.3	-0.8
Cc1cc(C)nc(N(C#N)CC(=O)N2CCC(C(N)=O)CC2)n1	9.0	-1.8	-1.2	16.4	-32.0	5.1	1.2	-30.8	-1.3
c1ccc(-c2nc3cc(Cc4ccc5oc(-c6ccccn6)nc5c4)ccc3o2)nc1	3.8	-35.2	0.7	-9.8	-24.5	-0.3	5.8	-5.0	-0.6
CCN(CC)C(NC(=O)c1ccccc1)C(=O)c1ccccc1 (centres undefined)	14.9	16.9	0.1	-3.7	-5.6	17.2	13.1	10.8	-0.7
Cc1ccc(-n2nc3c(c2NC(=O)c2ccc4c(c2)OCO4)CS(=O)C3)cc1 (centres undefined)	1.0	2.2	-1.0	6.0	-4.6	-0.1	0.4	10.2	0.0
O=C(Cn1ccc2ccccc2c1=O)NCCC(=O)N1CCN(c2cccc(C(F)(F)F)c2)CC1	10.7	10.8	0.2	-4.0	8.7	-1.4	-15.1	8.9	0.3
O=C(O)CCS(=O)(=O)c1cccc2cccnc12	1.5	/	-0.7	22.8	-10.9	15.8	0.8	-9.9	-1.7
CCCC(=O)Nc1ccc(-c2nc3cc(C)ccc3o2)cc1	7.1	70.5*	-0.2	-28.6	-4.2	7.4	-5.8	-25.9	-0.7
Cc1ccc2[nH]c(=O)c(CN(CCc3ccccc3)C(c3nnnn3Cc3ccco3)C(C)C)cc2c1 (centres undefined)	12.2	-14.4	-0.4	-17.9	20.0	12.2	-8.0	3.8	-1.3
CC(=O)Nc1nc2c(F)cccc2s1	-12.7	-10.1	1.4	2.5	-6.2	-14.2	-18.4	5.3	-0.9
COCc1nc2ccccc2n1Cc1ccc(Br)cc1	-4.5	/	0.7	19.9	46.6	-44.7	0.7	29.1	0.1
COc1ccc(C(=O)N2CCN(c3ccc(C)cc3C)CC2)cc1OC	17.7	6.3	0.0	-3.5	27.8	0.7	4.2	0.5	-1.8
O=C(NCCCN1CCCC1=O)c1cncc(Br)c1	9.2	-1.0	0.1	-32.8	-12.7	-8.1	-5.4	-5.4	-0.7
CCn1c(=O)n(CC)c2cc(S(=O)(=O)N3CCc4ccccc43)ccc21	18.3	/	-0.2	-2.6	23.4	8.6	17.4	-1.7	-0.8
CCOC(=O)N1CCN(C(c2cccc(OC)c2)c2sc3nc(C)nn3c2O)CC1 (centres undefined)	4.7	11.0	0.6	6.2	-24.9	-21.0	26.8	-7.2	-0.6
COC(=O)CSc1n[nH]c(-c2ccncc2)n1	6.2	-32.6	-0.9	-0.7	3.8	2.5	6.4	2.2	-1.4
Cc1ccnc(SCCn2c(N3CCN(Cc4ccccc4)CC3)nc3c2c(=O)[nH]c(=O)n3C)n1	-1.9	-21.7	0.3	-12.6	-2.0	3.2	2.5	-0.3	5.2
Cc1sc(NC(=O)CSc2nnc(COc3ccc(Cl)cc3)n2C)c(C#N)c1C	2.0	-8.5	0.3	1.2	-18.6	-5.2	2.4	-15.9	-0.2
CN(C(=O)c1ccno1)c1nnc(-c2cnccn2)s1	12.4	-12.2	0.3	-3.3	-8.1	-2.2	0.7	-4.1	-1.4
CCCCSC(=O)Nc1ccccc1	13.5	0.4	-0.1	30.8	-8.2	7.4	-13.6	6.4	0.6
CCCCn1nnnc1NCc1ccc(OC)c(OC)c1	12.9	-12.9	0.0	-3.6	-9.5	-4.0	2.0	-2.0	-0.7
Cc1nnc(OCc2nc3ccccc3n2C)c2ccccc12	16.0	-34.4	0.8	5.3	7.2	-7.7	16.3	6.2	-0.6
CCn1cc(C(=O)N2CCCCC2)c(=O)c2cc(S(=O)(=O)N3CCC(C)CC3)ccc21	5.0	-6.4	0.6	3.2	-2.4	-4.0	-12.1	-16.6	-0.7
Cn1c(=O)c2cc(S(=O)(=O)NCCC(=O)NCCc3ccc(Cl)cc3)ccc2n(C)c1=O	2.1	-11.0	-0.2	-7.8	1.1	-2.2	-7.7	0.5	0.1
CC(C)OCCCNC(=O)c1sc(=S)n(C)c1N	9.9	-0.2	0.2	-2.0	-22.1	-5.2	2.7	5.6	-1.0
Cc1c(NC(=O)CN2C(=O)c3ccccc3C2=O)c(=O)n(-c2ccccc2)n1C	19.5	-25.4	0.4	6.6	-17.3	2.7	-2.6	-3.4	-0.8
Cn1c(SCC(=O)Nc2ccc(F)cc2F)nnc1-c1cccnc1	-1.3	-28.2	-0.3	-6.4	-17.0	-7.4	-0.6	25.6	-0.1
CC(C)(C)n1ncc2c(=O)n(CC(=O)Nc3ccc4c(c3)OCO4)cnc21	-5.1	-24.7	0.6	-19.4	6.1	9.0	2.8	12.6	-1.2
Cc1cccc2cc(CN(CC3CCCO3)C(=O)c3cnccn3)c(=O)[nH]c12 (centres undefined)	8.8	-4.8	0.8	-32.2	-9.4	8.4	3.1	3.1	-1.1
CC1CC(=O)C2=C(C1)OC(N)=C(C#N)C2c1coc2ccccc2c1=O (centres undefined)	15.8	-9.3	-0.5	-8.4	-6.5	-10.4	-6.7	-1.7	-0.9
Cc1cc(C)c2c(n1)nn1c(NCCCN3CCOCC3)cc(C)nc21	3.0	0.7	-1.3	1.6	-25.5	-2.8	7.5	-18.2	-0.9
O=C(COc1ccc(Cl)cc1)NCc1nnc(SCC(=O)NC2CCCC2)o1	14.2	/	-0.9	2.1	-1.8	-1.3	8.2	-2.2	/
CCCCC(=O)Nc1ccc(NC(=O)c2cccnc2)cn1	-8.1	-8.4	2.8	6.0	-21.0	-6.3	10.9	6.5	0.6
Cc1ccc2oc3c(c(=O)c2c1)C(c1cccc(Br)c1)N(Cc1ccco1)C3=O (centres undefined)	-8.5	3.3	-0.9	-4.4	-14.3	-0.4	-9.2	0.1	-0.7
CC(CN1c2ccccc2Sc2ccccc21)N(C)C (centres undefined)	19.3	-5.4	0.7	-1.5	11.0	/	-2.9	2.4	-5.4
Cc1ccc(C)c(C(=O)Nc2c(C(N)=O)oc3ccccc23)c1	28.5	1.8	0.7	-20.0	-9.6	-13.8	-4.1	0.0	-0.3
COCCn1c(SCC(=O)Nc2sc(C)c(C)c2C#N)nnc1-c1ccc(OC)cc1	-10.3	1.8	-1.7	-0.9	20.4	-6.7	-8.6	-3.1	-1.3
CC(=O)Nc1nc(C)nc(-c2ccccc2)c1C(C)=O	29.3	-27.4	0.4	-12.0	-16.3	-3.2	15.1	-4.9	-0.4
O=C(Cn1nc(Cc2cccnc2)c2ccccc2c1=O)NCCCN1CCCC1=O	6.8	-20.3	0.0	9.4	-6.1	-6.1	-1.7	2.0	-1.2
CCCCC(=O)N(c1ccc(C)c(C)c1)C1C=CS(=O)(=O)C1 (centres undefined)	2.1	-0.8	0.0	-3.1	-10.9	-14.7	-4.4	-2.2	0.0
Cc1nn(-c2ccccc2)c(Cl)c1C1C(C#N)=C(N)Oc2n[nH]c(C)c21 (centres undefined)	-10.1	1.9	0.0	-13.6	23.7	11.1	10.0	-6.0	-0.6

Compounds from the list above that have a thiophene ring, fused or not:
SMILES	AP complement	S1P1 ag pot	5HT1E ag	RORA act	tolC growth inh	5-HT1A blocker	HTR1E antagonist	SF1 activator	S1P3 agonist
Cc1sc(NC(=O)CSc2nnc(COc3ccc(Cl)cc3)n2C)c(C#N)c1C	2.0	-8.5	0.3	1.2	-18.6	-5.2	2.4	-15.9	-0.2
COCCn1c(SCC(=O)Nc2sc(C)c(C)c2C#N)nnc1-c1ccc(OC)cc1	-10.3	1.8	-1.7	-0.9	20.4	-6.7	-8.6	-3.1	-1.3

(more compounds)
SMILES	AP complement	S1P1 ag pot	5HT1E ag	RORA act	tolC growth inh	5-HT1A blocker	HTR1E antagonist	SF1 activator	S1P3 agonist
CC(C(=O)O)n1nc2ccccc2n1 (centres undefined)	8.4	-2.8	0.7	-3.5	-29.9	3.1	-3.8	10.6	0.6
CN(C)/C=C1\N=C(c2ccc(Cl)cc2Cl)OC1=O	-9.2	-13.6	-0.5	-18.4	0.8	/	11.3	25.2	-4.6
COCCOc1nc2ccccc2nc1C	3.6	/	-0.6	1.8	-3.4	-8.2	-1.9	13.7	-0.4
Cc1cc(Nc2ccc(Br)c(C)c2)n2nc(C)nc2n1	12.5	-38.8	1.7	-19.4	6.8	-7.1	-8.6	5.3	-0.7
CC(=O)[C@H]1[C@@H]2C(=O)N(c3cccc(Cl)c3)C(=O)[C@@H]2[C@H]2c3ccccc3C=CN21	/	15.9	-0.4	5.7	9.2	/	12.7	12.4	-3.9
CCc1c(C(=O)NC2CCCCC2)[nH]c(C)c1C(C)=O	11.1	1.8	-0.1	-3.6	20.4	13.0	7.9	6.3	-1.0
COc1ccc2c(c1)nc1n2CN(CC2CCCO2)CN1Cc1ccccc1 (centres undefined)	17.1	14.5	-0.4	45.8	20.2	0.3	13.8	39.7	0.2
CCCCOC(=O)Nc1ccc(OC)cc1S(=O)(=O)N1CCOCC1	3.8	-11.3	-0.4	-11.9	-5.5	-11.4	-0.3	1.6	1.2
COc1cc(C2C(C#N)=C(N)OC3=C2C(=O)CCC3)cc(OC)c1OC(=O)N1CCOCC1 (centres undefined)	10.5	-13.9	0.1	-5.7	-17.9	-14.5	-9.6	9.7	-1.1
CCOC(=O)c1c(C)[nH]c2ccc(O)cc12	0.8	-4.7	0.7	3.4	-9.6	1.2	-12.0	-26.4	-0.4
CCSc1nnc(NC(=O)C2Cc3ccccc3CN2C(=O)c2ccco2)s1 (centres undefined)	4.2	13.3	0.2	5.1	10.7	4.0	-3.3	-3.4	0.1
CC1(C)CC(=O)C2=C(C1)N(c1ccccc1C#N)C(N)=C(C#N)C2c1cccs1 (centres undefined)	12.4	/	1.2	18.0	53.4	0.1	-7.9	7.1	/

Bioassay records: PubChem BioAssay, several laboratories
